QS inhibitor: blocks AIP-induced quorum sensing reporter in S. aureus; S. aureus RN6390 RNAIII-GFP reporter, flow cytometry 3 h; inhibition, % at 2 µM; 24,000 compounds, 0.3% hits; AID 527;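 active = share of bacteria positive for the green fluorescent reporter and its mean brightness both inhibited by 50% or more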;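 note: 0% = AIP-stimulated control and 100% = unstimulated bacteria without AIP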
QS inhibitor GFP MFI %: recorded beside QS inhibitor, whose call it bears; inhibition, %; measured here: inhibition of GFP MFI
Active calls of the source: *.

SMILES	QS inhibitor	QS inhibitor GFP MFI %
CCCS(=O)(=O)N1CCC(C(=O)NC2CCCC(C)C2C)CC1 (stereo unspecified)	3	14
O=C(Nc1ccc(CN2CCCCC2)cc1)c1ccc2c(c1)OCO2	-5	-7
CC(=O)N1CCc2c(sc(NC(=O)c3ccc(S(=O)(=O)N(C)C)cc3)c2C#N)C1	3	5
COc1ccc(C2/C(=C(/O)c3cnn(-c4ccccc4)c3C)C(=O)C(=O)N2CCN(C)C)cc1OC (stereo unspecified)	5	13
CCOc1ccc(CC(=O)Nc2ccc(S(=O)(=O)Nc3cc(C)on3)cc2)cc1OCC	-2	-1
O=C1C2ON(c3ccc(Cl)cc3)C(c3ccco3)C2C(=O)N1c1ccccc1 (stereo unspecified)	0	-1
Cn1cnnc1SCC(=O)Nc1sc2c(c1C#N)CCCCC2	-5	-20
O=C(c1cnc2n(c1=O)CCS2)N1CCc2ccccc21	0	9
O=C(Nc1ccc(OC(F)(F)F)cc1)C1CCCN(S(=O)(=O)c2cccnc2)C1 (stereo unspecified)	4	11
O=C(NCC1COCCO1)C1CCN(S(=O)(=O)c2ccccc2)CC1 (stereo unspecified)	2	13
Cc1cccc(-n2c(O)c(C=Nc3ccccc3N)c(=O)[nH]c2=O)c1	0	17
CCOC(=O)c1c(C)[nH]c(C(=O)Cn2c(=O)oc3ccccc32)c1C	0	2
COc1cc(C)nc(NS(=O)(=O)c2ccc(C)cc2)n1	0	-4
COc1ccc(C(=O)Nn2c(C3CCC3)nc3ccccc3c2=O)c(OC)c1	2	8
O=C(C1CCCN1S(=O)(=O)c1cccc2cccnc12)N1CCc2ccccc21 (stereo unspecified)	-4	-5

Reprinted at random: 2 compounds from above, in no set order.
SMILES	QS inhibitor	QS inhibitor GFP MFI %
O=C(c1cnc2n(c1=O)CCS2)N1CCc2ccccc21	0	9
O=C(NCC1COCCO1)C1CCN(S(=O)(=O)c2ccccc2)CC1 (stereo unspecified)	2	13

Going on with the list.
SMILES	QS inhibitor	QS inhibitor GFP MFI %
O=C1CCCC(O)=C1C(C#Cc1ccccc1)C1=C(O)CCCC1=O	1	4
CC1=C(C)C(=O)NC(Nc2nc(C)c3cc(C)cc(C)c3n2)N1 (stereo unspecified)	1	5
Cc1ccc(N(CC(=O)Nc2ccc3c(c2)OCCO3)S(=O)(=O)c2c(C)noc2C)cc1	1	16
CCOC(=O)c1nnn(-c2nonc2N)c1-c1cccc2ccccc12	4	10
CCCCc1nc(NCCNC(=O)c2ccco2)c(C#N)c2c1CSC(C)(C)C2	0	-26
CCN(c1ccccc1)c1nc2ccsc2c(=O)s1	-4	-5
O=C(O)C1CC=CCC1C(=O)Nc1cccc(F)c1 (stereo unspecified)	0	10
COc1ccc(-c2noc(Cc3ccc(Cl)cc3)n2)cc1OC	2	26
CN(C)S(=O)(=O)c1ccc(S(=O)(=O)N(Cc2ccco2)Cc2ccccc2Cl)cc1	0	-1
CCOC(=O)c1cccc(NC(=O)C(NS(=O)(=O)c2ccc3c(c2)CCN3C(C)=O)C(C)C)c1 (stereo unspecified)	-4	-5
O=C(CCN1C(=O)COc2ccccc21)NCc1cccnc1	1	16
Cc1cccc(NC(=O)c2cc3ccccc3c(=O)o2)n1	-3	-9
CC(=O)c1ccc(OCC(O)CN2CCN(Cc3ccccc3)CC2)cc1 (stereo unspecified)	0	1
O=C(NC(C(=O)c1ccccc1)N1CCOCC1)c1cccs1 (stereo unspecified)	0	-31
O=C(NCc1ccco1)c1cc(-c2ccc(F)cc2)on1	-2	-18
CC(C)OCCCNC(=O)C1CC(=O)N(C2CCCCCCC2)C1 (stereo unspecified)	3	8
COc1cc2[nH]c(=O)n(CCC(=O)NCc3cccnc3)c(=O)c2cc1OC	-2	5
COc1cccc(CNC(=O)C2CCN(S(=O)(=O)N3CCCCC3)CC2)c1	-1	1
O=C(CSc1nnc(CNC(=O)c2ccccc2F)o1)Nc1ccc2c(c1)OCCO2	1	4
CCn1cc(C(=O)N2CC(C)CC(C)C2)c(=O)c2cc(S(=O)(=O)N(C)C)ccc21 (stereo unspecified)	-1	2
Cc1ccc2cc(C(c3nnnn3CC3CCCO3)N3CCCC4(CCCCC4)C3)c(=O)[nH]c2c1 (stereo unspecified)	12	26
CCn1c(=O)c(-[n+]2ccccc2)c(O)c2ccccc21	1	6
Cn1cccc1Cc1nnc(SCC(=O)N2CCCCCC2)n1-c1ccc(F)cc1	-11	-45
Cc1oc(-c2ccc(Cl)cc2)nc1CN1CCC(C(=O)N2CCc3ccccc3C2)CC1	10	22
Cc1ccc(C2CC(c3ccccc3Cl)n3nc(N)nc3N2)cc1 (stereo unspecified)	-2	-13
CCn1cc(C(=O)N2CCN(Cc3ccc4c(c3)OCO4)CC2)c2cc(OC)c(OC)cc2c1=O	0	-15
Cc1nc2cc(C(=O)O)ccc2n1-c1ccc(F)cc1F	-1	-21
CCn1c(C)c(CCC(=O)O)c(=O)n2nc(-c3ccccc3OC)cc12	-1	2
CCN(CC)CCNC(=O)CS(=O)Cc1nc(-c2ccc(Cl)cc2)oc1C (stereo unspecified)	-3	-20
O=C(Cn1nc(C(F)(F)F)c2c1CCCC2)NCCN1CCOCC1	-1	-7

Look-ups from above.
Entry of CCn1cc(C(=O)N2CC(C)CC(C)C2)c(=O)c2cc(S(=O)(=O)N(C)C)ccc21 (stereo unspecified) under QS inhibitor: -1
Entry of O=C(Cn1nc(C(F)(F)F)c2c1CCCC2)NCCN1CCOCC1 under QS inhibitor: -1
Entry of O=C(CSc1nnc(CNC(=O)c2ccccc2F)o1)Nc1ccc2c(c1)OCCO2 under QS inhibitor: 1
Entry of CCn1c(C)c(CCC(=O)O)c(=O)n2nc(-c3ccccc3OC)cc12 under QS inhibitor: -1
Entry of COc1cccc(CNC(=O)C2CCN(S(=O)(=O)N3CCCCC3)CC2)c1 under QS inhibitor GFP MFI %: 1
Entry of CCN(CC)CCNC(=O)CS(=O)Cc1nc(-c2ccc(Cl)cc2)oc1C (stereo unspecified) under QS inhibitor: -3
Entry of Cn1cccc1Cc1nnc(SCC(=O)N2CCCCCC2)n1-c1ccc(F)cc1 under QS inhibitor: -11

More structures.
SMILES	QS inhibitor	QS inhibitor GFP MFI %
CCCn1c(N)c(C(=O)CSc2nnc(Cc3ccccc3)o2)c(=O)n(C)c1=O	-1	-7
CCOc1ccc(N(CC(=O)OC)S(=O)(=O)c2c(C)noc2C)cc1	-2	0
CCOc1ccccc1NC(=O)CCC(=O)Nc1ccc2nc(N3CCN(C)CC3)cc(C)c2c1	-1	-6
COc1ccc(Cn2nnnc2C(c2cc3cc(C)cc(C)c3[nH]c2=O)N2CCOCC2)cc1 (stereo unspecified)	-1	-5
O=C(CSc1nnc2ccccn12)c1ccccc1	-1	-2
CCSc1ncc(C#N)c(=O)[nH]1	0	-3
c1ccc(-c2noc(C34CC5CC(CC(C5)C3)C4)n2)nc1	1	7
CCOC(=O)N1CCN(c2c(N3CC=C(c4ccccc4)CC3)c(=O)c2=O)CC1	0	-1
COc1ccc(C)cc1NC(=O)c1nnn(CCc2ccccc2)c1N	6	24
CC1CCCC(C)N1c1nnc(NC(=O)Cn2c(=O)oc3ccccc32)s1 (stereo unspecified)	-1	3
CCCCCCc1c(O)nc(SCC(=O)O)[nH]c1=O	4	8
O=c1cc(N2CCN(c3ccc(F)cc3)CC2)[nH]c(=O)n1C1CCCCC1	4	22
O=C(NCCCN1CCOCC1)C1CCC(=O)N1CCc1ccccc1 (stereo unspecified)	11	49
COc1ccc(S(=O)(=O)N2CCN(C3CCCCCCC3)CC2)cc1	0	-3
CCC(=O)Nc1nonc1-c1nc2ccccc2n1Cc1ccc(Cl)c(Cl)c1	4	5
CC(Sc1nc(-c2ccccc2)cc(C(F)(F)F)n1)C(=O)N1CCCC1 (stereo unspecified)	-1	-4
CC(=O)C1C(c2ccc3ncccc3c2)NC(=O)NC1(O)C(F)(F)F (stereo unspecified)	6	21
O=C1C=C(c2ccccc2)OC2(CCCC2)O1	0	-25
CCOc1ccc(CCNC(=O)CCc2nc(-c3ccc(C)cc3)no2)cc1OCC	0	2
COc1ccc(S(=O)(=O)CCC(=O)NC2CCCCC2)cc1	-1	-12
Cc1ccc(SC(C)c2nc(-c3ccccc3)no2)cc1 (stereo unspecified)	0	4
O=S(=O)(Nc1ccc(O)cc1)c1cccc2cccnc12	0	0
Nc1nnn(Cc2ccccc2)n1	0	-17
COCCNC(=O)Cn1nc(C(F)(F)F)c(Br)c1C	1	4
CCOC(=O)CSc1cn2c(n1)CCC2	1	5
Cc1ccc(NC(=O)CN(C)S(=O)(=O)c2cccc3cccnc23)cc1	2	8
Oc1c(CN2CCOCC2)cc(-c2ccccc2)cc1CN1CCOCC1	-6	-13
CC(C)(C)n1ncc2c(=O)n(CC(=O)N3CCCCCC3)cnc21	0	26
Cc1ccc(S(=O)(=O)N(C)Cc2cc3ccccc3[nH]c2=O)cc1	3	-7
CCN1CCN(c2nc3c(c(=O)[nH]c(=O)n3C)n2CCSc2nc3ccccc3s2)CC1	-1	-3
CSc1ccc(S(=O)(=O)N2CCN(Cc3ccc4c(c3)OCO4)CC2)cc1	3	7
CS(=O)(=O)N1CCC(C(=O)NCc2ccc(F)cc2Cl)CC1	0	7
Cc1nnc(NC(=O)C2C3C=CC(O3)C2C(=O)O)s1 (stereo unspecified)	-8	-31
CCOc1cc(C(=O)N(C)c2ccccc2)cc(OCC)c1OCC	0	-6
CCc1ccc(-c2nc(CN3CCC(C(=O)NCc4ccc(F)cc4)CC3)c(C)o2)cc1	-2	10
Cc1ccc(NC(=O)CN(c2cc(C)cc(C)c2)S(=O)(=O)c2c(C)noc2C)nc1	-7	-19
CCCCCn1c(CCNC(=O)CCC)nc2ccccc21	0	2
CCOC(=O)N1CCN(C(=O)c2ccc3c(=O)n(CCc4ccccc4)c(=O)[nH]c3c2)CC1	1	4
CCOC(=O)c1cnc(-n2nc(C)cc2C)nc1N1CC(C)OC(C)C1 (stereo unspecified)	0	3
Cc1cc(NC(=O)CCN2C(=O)C3C4C=CC(C4)C3C2=O)c2ccccc2n1 (stereo unspecified)	-5	-12
Cc1cccc(N2CCN(c3cc(C)nc4nnnn34)CC2C)c1 (stereo unspecified)	-1	-6
COC(=O)c1ccc2c(c1)NC1=C(C(=O)CC(C)(C)C1)C(c1ccncc1)N2 (stereo unspecified)	-2	4
O=C(CSc1ncnc2c1nnn2-c1ccc(F)cc1)NCc1ccco1	-1	14
O=C(CN1CCN(c2ccccn2)CC1)N1c2ccccc2CCc2ccccc21	10	37
Cc1cc2cc(CN(CC3CCCO3)C(=O)c3cnccn3)c(=O)[nH]c2cc1C (stereo unspecified)	0	6

Complete entries as entered above.
Cc1ccc(NC(=O)CN(c2cc(C)cc(C)c2)S(=O)(=O)c2c(C)noc2C)nc1 is listed with QS inhibitor = -7; QS inhibitor GFP MFI % = -19
CCc1ccc(-c2nc(CN3CCC(C(=O)NCc4ccc(F)cc4)CC3)c(C)o2)cc1 is listed with QS inhibitor = -2; QS inhibitor GFP MFI % = 10

(next part)
SMILES	QS inhibitor	QS inhibitor GFP MFI %
O=C(N[C@@H](Cc1ccccc1)C(=O)O)c1cccnc1	-4	-5
CC1(C)Oc2ccc3ccc(=O)oc3c2/C(=C/NCCO)C1=O	-1	18
CC(=O)OCC1OC(n2ccc(=O)[nH]c2=O)C(O)C1O (stereo unspecified)	2	15
CN(Cc1ccccc1)C(=O)c1cnc2n(c1=O)CCS2	-1	-33
Cc1ccc(-c2nc(CS(=O)CC(=O)NC3CCC(C)CC3)c(C)o2)cc1 (stereo unspecified)	-1	-39
CCc1ccc(NC(=O)CSc2nnc(CNC(=O)c3c(F)cccc3Cl)o2)cc1	-2	-7
CCCCNC(=O)CC(=O)Nc1ccccc1C(=O)O	-2	-4
CC1CCN(c2c(NCc3ccc(C(=O)N4c5ccccc5CC4C)cc3)c(=O)c2=O)CC1 (stereo unspecified)	1	7
O=C(O)CNS(=O)(=O)c1ccc(Br)s1	-6	-12
O=C1c2oc3ccccc3c(=O)c2C(c2ccccn2)N1Cc1ccccc1 (stereo unspecified)	0	-15
CC(=O)NCc1nc2ccccc2n1Cc1ccccc1F	-3	5
CCCCCCc1ccc(-c2ncc(N)cn2)cc1	-1	9
O=C(OCC(=O)c1c[nH]c2ccccc12)C1=COCCO1	0	17
CCN1C(=O)C(C(=O)Nc2ccc(OC)cc2)C2CC1(C)Oc1ccccc12 (stereo unspecified)	-6	-7
COc1cccc(NC(=O)CNS(=O)(=O)c2ccc3nc(C)sc3c2)c1	-1	5
Cc1noc(/C=C/N(C)C)c1S(=O)(=O)N(C)CC(=O)NC1CCCCC1	-2	3
COc1ccc(Br)cc1CNC(=O)C1CCCN(S(C)(=O)=O)C1 (stereo unspecified)	-1	0
Cc1c(C(=O)N2CC(C)OC(C)C2)sc2nc(-c3ccc(F)cc3)cn12 (stereo unspecified)	-3	-11
Brc1c(NC2=NCCN2)ccc2nccnc12	-2	-5
Cc1ccc(C)c(-n2c(Cc3cc(=O)[nH]c(=O)[nH]3)nnc2SCC(=O)NCC2CCCO2)c1 (stereo unspecified)	-1	-4
CN(C)CCC=C1c2ccccc2CCc2ccccc21	-6	-13
CCCC(C)C1C(C#N)=C(N)Oc2cc(C)oc(=O)c21 (stereo unspecified)	0	-7
CSc1nnc(-c2ccccc2)n1C	-1	-10
CN(CC(=O)Nc1nc2ccccc2s1)S(=O)(=O)c1ccc(Br)cc1	1	13
CCOC(=O)c1ccc(NC(=O)C2=C(C)Nc3nc(CCCO)nn3C2c2cccc(C)c2)cc1 (stereo unspecified)	-1	-6
CC1=C(C(=O)N2CCCCC2)C(c2cccs2)C2=C(CCCC2=O)N1 (stereo unspecified)	0	-2
O=C(O)CCN=C1CCCc2ccccc2N1	-2	-10
COC(=O)CSc1nnc(CNC(=O)c2cccs2)n1-c1cc(OC)ccc1OC	0	-5
O=C(CSc1nc2c(c(=O)[nH]1)CCCC2)Nc1ccc(Cl)cc1F	-2	-14
COCCCNS(=O)(=O)c1ccc2c(c1)CCN2C(C)=O	-2	-11
Cc1cc(Nc2ccc(Cl)cc2)n2nnnc2n1	-2	1

The list is partial; the hit share may differ from the screen's.
